FXIIa inh – human FXIIa protease inhibitors, primary screen, biochemical, 1536-well; Coagulation factor XII (Homo sapiens), P00748; purified FXIIa, Boc-QGR-AMC fluorogenic substrate, 2 h; inhibition, % at 5 µM; 220,000 compounds, 0.3% hits; AID 800, 2007; in the data active = inhibition above about 40%;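 note: 0% = enzyme with no compound and 100% = blank without enzyme; many of its hits are not listed in these tables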
Wee1 degr inh – Wee1 degradation inhibitors, primary screen, cell-based, HeLa, Wee1K328M-luciferase, luminescence | Wee1-like protein kinase (Homo sapiens), P30291 | HeLa Luc-Wee1K328M stability; 100% = proteasome inhibitor MG132 effect | reporter increase, % at 5 µM | 220,000 compounds, 1.2% hits | AID 1321, 2008;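 active = activation above the mean of all tested compounds plus 3 SD, set per screening run, cut at about 8.8% in these data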;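 note: cells exposed to compound for 20 h before luminescence read; 0% = DMSO alone and 100% = MG132 at 30 µM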
Tb hexokinase – Trypanosoma brucei hexokinase 1 inhibitors, primary screen, biochemical, G6PDH-coupled NADH absorbance, MLSCN library; hexokinase 1 [Trypanosoma brucei]; recombinant TbHK1, G6PDH-coupled NADH A340; inhibition, % at 10 µM; 220,000 compounds, 0.11% hits; AID 1430, 2008;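 active = inhibition of 50% or more in the single-dose primary screen; inactive = inhibition below 50%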
zVAD death inh – inhibitors of zVAD-triggered necroptosis, primary screen, L929 cells | L929 zVAD necroptosis rescue, ATP luminescence, 24 h; with zVAD 60 µM | AID 1377, 2008 | viability rescue, % at 10 µM | 220,000 compounds, 0.38% hits;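 active = activation, scaled between plate controls, above about 75%, limit read from the data; inactive = activation under that limit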;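 note: 0% = zVAD with DMSO and 100% = DMSO alone without zVAD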
TNF necrop inh – inhibitors of TNF-alpha triggered necroptosis, primary screen, cell-based, Jurkat FADD-/-, single concentration | Jurkat FADD-/- TNF necroptosis rescue, ATP luminescence, 24 h; 0 = TNF only, 100 = no-TNF cells | activation (protection from cell death), % at 10 µM | 220,000 compounds, 0.068% hits | AID 463075, 2010;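 active = activation, meaning protection from cell death, of at least 50% relative to plate controls; inactive = activation below 50%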;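 note: necroptosis triggered by 40 ng/mL TNF-alpha added together with compound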
PPC-1+TRAIL kill – compounds killing PPC-1 cancer cells with TRAIL present, primary screen, TRAIL potentiator project, ATPLite luminescence, uHTS | PPC-1 cells + TRAIL, ATPLite viability luminescence | cell killing (% activity), % at 4 µM | 220,000 compounds, 0.41% hits;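 active = cell killing above 50% in the first pass at 4 µM, then a duplicate retest at 5 µM averaging 50% or more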;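 note: plate controls were cells with TRAIL plus DMSO for no effect and medium-only wells lacking cells for full effect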
CHOP inh – inhibitors of CHOP promoter induction, primary screen, cell-based, unfolded protein response, luciferase reporter. CHO-K1 CHOP-promoter luciferase, tunicamycin-induced, 15-18 h. inhibition, % at 10 µM. 220,000 compounds, 3.8% hits. AID 2732, 2010;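 active = compounds that reduced the stress-induced luciferase reporter signal by more than about 70% of percent inhibition, limit read from the data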;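 note: 0% = tunicamycin plus vehicle and 100% = wells without tunicamycin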
FXIa inh – human FXIa protease inhibitors, primary screen, biochemical, 1536-well; Coagulation factor XI (Homo sapiens), P03951; purified FXIa, Boc-Glu-Ala-Arg-AMC fluorogenic substrate; inhibition, % at 5 µM; 220,000 compounds, 0.14% hits;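 active = inhibition of at least 40%; inactive = inhibition below 40%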;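 note: fluorescence of freed AMC excited at 355 nm; 0% = enzyme without compound and 100% = no enzyme blank; many of its hits are not listed in these tables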
Target sequence (P03951 19-387 limits assumed): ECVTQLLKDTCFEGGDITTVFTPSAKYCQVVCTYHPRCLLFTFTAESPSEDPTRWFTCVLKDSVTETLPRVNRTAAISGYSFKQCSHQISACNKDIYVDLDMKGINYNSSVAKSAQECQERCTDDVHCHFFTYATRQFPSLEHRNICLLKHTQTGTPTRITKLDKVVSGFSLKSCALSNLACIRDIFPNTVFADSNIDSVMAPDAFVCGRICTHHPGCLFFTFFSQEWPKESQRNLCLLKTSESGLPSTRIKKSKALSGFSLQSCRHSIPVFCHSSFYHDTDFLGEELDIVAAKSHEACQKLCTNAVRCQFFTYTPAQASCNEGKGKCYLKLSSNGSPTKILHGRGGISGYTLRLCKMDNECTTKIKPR
Target sequence (P03951 388-625 limits assumed): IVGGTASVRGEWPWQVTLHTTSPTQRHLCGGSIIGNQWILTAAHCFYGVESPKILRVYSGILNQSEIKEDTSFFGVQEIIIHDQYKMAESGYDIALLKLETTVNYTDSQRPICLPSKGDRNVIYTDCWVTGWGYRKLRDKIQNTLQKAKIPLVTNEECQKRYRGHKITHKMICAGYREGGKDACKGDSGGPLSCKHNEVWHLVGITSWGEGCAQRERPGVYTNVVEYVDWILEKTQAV
PGE2 EP2 inh – human EP2 receptor antagonists, primary screen, TR-FRET cAMP, C6 glioma cells | Prostaglandin E2 receptor EP2 subtype (Homo sapiens), P43116 | 260,000 compounds, 0.52% hits | C6 glioma cells expressing human EP2; cells stimulated with saturating PGE2 | AID 1422, 2008 | inhibition, % at 25 µM;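 active = percent inhibition above 40 after rounding to a whole number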;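 note: rat C6 glioma host cells with rolipram phosphodiesterase inhibitor present; the protocol text gives 20 µM as final concentration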
Target sequence (P43116 whole entry, looked up): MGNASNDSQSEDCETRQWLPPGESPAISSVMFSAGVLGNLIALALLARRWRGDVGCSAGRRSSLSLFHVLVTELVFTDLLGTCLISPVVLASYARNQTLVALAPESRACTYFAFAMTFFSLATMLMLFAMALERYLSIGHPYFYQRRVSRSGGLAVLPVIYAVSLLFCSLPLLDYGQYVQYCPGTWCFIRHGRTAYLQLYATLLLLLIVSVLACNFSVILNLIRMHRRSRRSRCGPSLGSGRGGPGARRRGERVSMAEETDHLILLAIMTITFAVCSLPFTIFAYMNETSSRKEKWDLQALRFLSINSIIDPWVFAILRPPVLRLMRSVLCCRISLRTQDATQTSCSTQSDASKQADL
An asterisk follows results filed as active; · = no result given; & = joins results of further samples; [ ] = dose if it differs, or a comment. A portion of the library; count on the stated rates, not on these rows.

No.	SMILES	FXIIa inh	Wee1 degr inh	Tb hexokinase	zVAD death inh	TNF necrop inh
1	C=CCn1c(=NC(=O)c2cccs2)sc2cc(NC(C)=O)ccc21	1	3	-57	8.8	0.6
2	N#Cc1ccc(Oc2ccc(-c3cnc4ccccc4n3)cc2)cc1C#N	6	-2	-4	1.0	0.0
3	COc1ccc(-c2cc3nc4n(c(=O)c3s2)CCCCC4)cc1	2	2	-23	4.3	1.8
4	O=C(Nc1nnc(SCc2ccccc2)s1)c1cccc([N+](=O)[O-])c1	11	2	-11	1.7	-0.5
5	N#Cc1ccccc1CN1C(=O)S/C(=C/c2cccn2-c2cccc(C(=O)O)c2)C1=O	14	1	-1	0.1	-1.4
6	O=c1c2c3c(sc2n(CCN2CCCC2)c(=O)n1Cc1ccccc1)CCCCC3	12	1	1	1.0	0.6
7	Cc1cc(=O)cc(C)n1-c1ccc(F)cc1F	-4	-2	-1	0.2	0.4
8	Cc1cc(NC(=O)CN2C(=O)S/C(=C\c3ccccc3)C2=O)no1	16	-3	2	0.7	1.8
9	Oc1c(Br)cc(/C=N/NC(=S)NCC2CCCO2)cc1Br (stereo unspecified)	7	8	-76	1.0	0.5
10	COc1cc(OC)c(NC(=O)CCCn2c(=O)oc3ccccc32)cc1Cl	10	1	15	0.7	1.3

No.	PPC-1+TRAIL kill	CHOP inh	FXIa inh	PGE2 EP2 inh
1	9	14	-5	4
2	19	11	5	5
3	31	-37	10	12
4	16	13	6	10
5	17	12	5	13
6	18	44	3	3
7	3	-1	-4	2
8	-4	8	7	4
9	6	22	2	12
10	-3	13	8	8

Continuation:
No.	SMILES	FXIIa inh	Wee1 degr inh	Tb hexokinase	zVAD death inh	TNF necrop inh
11	CCC(C)NCCOCCOc1ccc(C)cc1OC (stereo unspecified)	11	-4	6	·	1.7
12	Cc1ccc(/C(N)=N/OC(=O)c2cccc(Cn3cc(C(F)(F)F)ccc3=O)c2)cc1	7	-3	-4	0.8	-3.7
13	CC(NC(=O)c1ccc2nc[nH]c2c1)c1ccccc1 (stereo unspecified)	7	2	-5	2.0	2.0
14	C=CCNC(=O)C12CCC(C)(C(=O)[C@H]1Br)C2(C)C (stereo partly specified)	8	-1	-1	0.6	0.8
15	Cc1ccc(NC(=O)CN(C)CC(=O)Nc2c(C)cccc2C)c(Br)c1	15	2	-1	0.5	-1.7
16	Cc1cc(OCC(=O)Nc2ccncc2)cc(C)c1Br	0	-2	-9	-0.1	-5.7
17	CCOC(=O)Cn1nnnc1CN(Cc1cccs1)Cc1cc2cc(C)ccc2[nH]c1=O	22	-1	-1	-0.5	-0.4
18	Cc1cccc(NC(=O)c2ccc(OCC(=O)NCc3ccccc3)cc2)c1C	11	-3	-2	1.0	-2.5
19	Nc1ccc(C(=O)N2CCCC2)cc1CS(=O)(=O)c1ccc(Cl)cc1	8	3	-3	0.2	0.9
20	Cc1ccc(OC(=O)CCN2C(=O)c3ccccc3C2=O)cc1C	13	-2	9	-1.6	-2.2

No.	PPC-1+TRAIL kill	CHOP inh	FXIa inh	PGE2 EP2 inh
11	4	38	19	11
12	4	59	3	10
13	-5	13	-1	8&7
14	-3	5	1	11
15	-9	13	2	12
16	3	30	-6	15
17	-4	10	10	10
18	3	6	2	13
19	5	30	-2	17
20	-2	6	2	1

Following part:
No.	SMILES	FXIIa inh	Wee1 degr inh	Tb hexokinase	zVAD death inh	TNF necrop inh
21	O=C(Nc1nc(-c2cc3ccccc3oc2=O)cs1)c1ccco1	-1	1	-11	7.8	-1.3
22	CCOC(=O)N1CCN(C(=O)CCCn2nc(C)c3sc4ccccc4c3c2=O)CC1	6	0	-24	-0.8	-2.7
23	C/C(=N/OCO/N=C(\C)c1ccccc1F)c1ccccc1F	8	-2	36	0.1	0.9
24	CCN(CC)c1nc2nonc2nc1N(CC)CC	16	-4	-31	-0.3	-0.9
25	O=C1c2ccccc2CN1CCNS(=O)(=O)c1ccc2ccccc2c1	13	-1	-1	-0.3	-0.7
26	CCOC(=O)c1c(N)sc2c(OCC)c(Br)ccc12	6	-3	4	0.1	-1.2
27	COc1ccc(C(=O)OCCN=C2NS(=O)(=O)c3ccccc32)cc1OC	16	-1	6	0.2	0.9
28	C/C(=N\NC(=O)CCc1ccccc1)C1C(=O)c2ccccc2C1=O	11	13*	-17	38	-0.2
29	CC(=O)Nc1ccc(C(=O)NNS(=O)(=O)c2ccc(C)cc2)cc1	13	1	5	-0.8	-0.6
30	Cc1ccc(C)c(C(=O)COC(=O)c2cc(Cl)nc3ccccc23)c1	-2	-1	0	0.3	0.5

No.	PPC-1+TRAIL kill	CHOP inh	FXIa inh	PGE2 EP2 inh
21	2	53	1	18
22	19	11	-1	12
23	9	31	-1	5
24	-1	12	3	5
25	10	1	1	19
26	19	85*	-1	14
27	15	9	2	7
28	·	-19	1	7
29	12	44	10	6
30	6	48	-3	4

Later entries.
No.	SMILES	FXIIa inh	Wee1 degr inh	Tb hexokinase	zVAD death inh	TNF necrop inh
31	Cc1ccc(-c2nn3c(C)nnc3s2)cc1NC(=O)COc1ccc(Cl)cc1	17	0	-10	-0.4	-1.7
32	O=C(Cn1cc(SCc2ccccc2Cl)c2ccccc21)N1CCOCC1	15	1	-16	-0.2	0.6
33	O=C(c1ccco1)N1CCN(C(=O)C2CCN(S(=O)(=O)c3cccc4nsnc34)CC2)CC1	·	0	-3	-0.1	-1.1
34	CS(=O)(=O)N1N=C(c2ccc3nccnc3c2)CC1c1ccccc1 (stereo unspecified)	28	7	-5	-0.2	-4.9
35	O=C1OCCC1Sc1nnc(-c2ccco2)n1-c1ccccc1 (stereo unspecified)	4	0	-5	2.7	1.0
36	CCc1ccc(NC(=O)c2cnn3ccccc23)cc1	10	-2	-10	21	0.5
37	CC(=O)c1cccc(NC(=O)N2CCCC2C(=O)NCCC(C)C)c1 (stereo unspecified)	12	0	-4	-0.3	0.1
38	CC(c1ccccc1)N1CC(C(=O)N2CCN(c3ccccc3)CC2)CC1=O (stereo unspecified)	8	-3	0	1.0	-0.8
39	CCOC(=O)Cn1c2c(c(-c3ccccc3OC)cc1=O)CCCC2	6	6	-2	0.2	-0.7
40	Cc1ccc(OCCSc2nnc(-c3cccs3)n2C)cc1	16	0	8	0.0	-1.2

No.	PPC-1+TRAIL kill	CHOP inh	FXIa inh	PGE2 EP2 inh
31	14	32	9	6
32	25	21	5	14
33	·	·	·	14
34	10	-14	20	1
35	16	-1	0	16
36	50[5 µM]	63	-1	8
37	7	13	-1	22
38	-13	-36	1	9
39	·	77*	2	8
40	6	5	8	3

(further entries)
No.	SMILES	FXIIa inh	Wee1 degr inh	Tb hexokinase	zVAD death inh	TNF necrop inh
41	COc1ccc(NC(=O)COC(=O)CCCN2C(=O)c3ccccc3C2=O)cc1Cl	7	3	2	1.1	3.6
42	CC(=O)Nc1ccc(-n2c(C)c(C(C)=O)c(C(C)=O)c2C)cc1	7	-2	3	2.5	0.4
43	O=S(=O)(NCc1cn2ccsc2n1)c1ccc(Oc2ccccc2)cc1	7	-3	3	0.0	-9.6
44	CC(C)[C@H](NC(=O)CCCn1nnc2ccccc2c1=O)C(=O)O	6	-2	0	0.3	4.1
45	COCCNC(=O)CN1CCC(NC(=O)Nc2ccc(C(F)(F)F)cc2)CC1	1	-1	0	0.8	-3.5
46	O=c1c2ccccc2nnn1-c1ccc(Br)cc1	13	-1	-12	-0.2	2.3
47	CCOc1ccc(NC(=O)CC2C(=O)N(c3ccccc3)C(=O)N2Cc2ccco2)cc1 (stereo unspecified)	11	1	9	1.7	0.6
48	O=C(c1cnn2c(C(F)F)cc(-c3ccccc3)nc12)N1CCc2ccccc21	2	4	0	0.9	-1.9
49	CCNc1ccc(Br)cc(C(=O)/C=C/c2ccc(Cl)cc2Cl)c1=O	16	2	1	-0.3	-10
50	CCN1CCN(C(=O)c2cc(S(=O)(=O)Nc3ccc(S(C)(=O)=O)cc3)ccc2Cl)CC1	11	-1	-1	3.8	-0.5

No.	PPC-1+TRAIL kill	CHOP inh	FXIa inh	PGE2 EP2 inh
41	18	-14	-3	12
42	10	19	1	16
43	16	58	-6	13
44	-2	16	0	9
45	10	6	-5	8&14
46	14	-16	3	-1
47	8	-5	0	6
48	0	4	0	11
49	10	76*	11	3
50	-4	2	-3	1

Profiles, quoted from the list:
`COc1ccc(-c2cc3nc4n(c(=O)c3s2)CCCCC4)cc1` across the screens: FXIIa inh: 2; Wee1 degr inh: 2; Tb hexokinase: -23; zVAD death inh: 4.3; TNF necrop inh: 1.8; PPC-1+TRAIL kill: 31; CHOP inh: -37; FXIa inh: 10; PGE2 EP2 inh: 12
`CCOC(=O)N1CCN(C(=O)CCCn2nc(C)c3sc4ccccc4c3c2=O)CC1` across the screens: FXIIa inh: 6; Wee1 degr inh: 0; Tb hexokinase: -24; zVAD death inh: -0.8; TNF necrop inh: -2.7; PPC-1+TRAIL kill: 19; CHOP inh: 11; FXIa inh: -1; PGE2 EP2 inh: 12
`CCC(C)NCCOCCOc1ccc(C)cc1OC` (stereo unspecified) across the screens: FXIIa inh: 11; Wee1 degr inh: -4; Tb hexokinase: 6; zVAD death inh: ·; TNF necrop inh: 1.7; PPC-1+TRAIL kill: 4; CHOP inh: 38; FXIa inh: 19; PGE2 EP2 inh: 11

(more compounds)
No.	SMILES	FXIIa inh	Wee1 degr inh	Tb hexokinase	zVAD death inh	TNF necrop inh
51	CC(NC(=O)CSc1nc2ccccc2n1CCC#N)c1ccc(F)cc1 (stereo unspecified)	9	-3	-2	-0.9	-0.3
52	CCOC(=O)c1cc(-c2ccccc2)n(CCC(=O)N2CCN(c3ccccc3OC)CC2)c1C	14	2	-11	0.4	0.6
53	CC(C)(C)NC(=S)NNC(=O)c1ccccc1Cl	4	-1	-1	-0.2	0.7
54	CCCOC(=O)c1ccc(NC(=O)c2ccc(Br)o2)cc1	16	-3	7	2.0	0.3
55	c1ccc2[nH]c(SCCN3CCOCC3)nc2c1	7	-1	5	1.0	1.4
56	COc1ccccc1-n1c(C)nnc1SCC(=O)Nc1cc(C)cc(C)c1	5	-1	2	0.3	-1.8
57	Cc1ccc(Oc2ccc(C(F)(F)F)cc2[N+](=O)[O-])c([N+](=O)[O-])n1	7	0	1	0.0	2.2
58	CN1CC2(C)CN(C(c3ccccc3)c3ccccc3)CC(C)(C1)C2O (stereo unspecified)	16	-2	6	-0.9	-0.2
59	CC1(C)CC(=O)C(C=NCCN2CCN(CC(=O)Nc3ccc(Cl)cc3)CC2)=C(O)C1	4	-1	-4	3.4	0.5
60	CCC(=O)N1CCc2cc(Br)cc(S(=O)(=O)CCC(=O)NCCOC)c21	4	1	-4	0.2	0.1

No.	PPC-1+TRAIL kill	CHOP inh	FXIa inh	PGE2 EP2 inh
51	42	30	-11	12
52	-2	49	1	6
53	12	-4	5	4
54	14	29	9	5
55	-13	24	-14	7
56	1	-11	8	8&4
57	0	7	0	7
58	9	3	7	7
59	4	13	-7	4
60	-11	15	0	3
